RAD52 inh – RAD52 (human) annealing inhibition; P43351; recombinant RAD52 DNA annealing, FRET fluorescence; inhibition, % at 18.7 µM; 360,000 compounds, 0.46% hits; AID 651710;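 active = every replicate showing at least 50% inhibition; inconclusive = mean inhibition at least 50% but not in every replicate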
PGC1a acetyl inh – modulators of PGC1a acetylation; U2OS PGC1a acetylation, AlphaScreen anti-acetyl-lysine; with virally co-expressed GCN5 acetyltransferase; inhibition, % at 15.6 µM; 350,000 compounds, 0.17% hits; AID 651687;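 active = every replicate shows inhibition of at least 40%; inconclusive = mean inhibition at least 40% but some replicate below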;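 also: 0% = neutral control wells and 100% = positive control wells; some results beyond the cut were filed as inactive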
RAD54 branch – blocks human RAD54 Holliday junction branch migration. Q92698. FAM/BHQ fluorescence. inhibition, % at 10.4 µM. 360,000 compounds, 0.14% hits;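 active = mean normalized replicate activity at least 40 and at least half of replicates scoring 40 or more; inconclusive = only one of the two criteria met; inactive = mean below 40 and under half of replicates reaching 40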;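 also: 0% = median of neutral control wells and 100% = median of positive control wells; inhibitors cause a drop in the FAM fluorescence signal; in these data hits start at about 50%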
E-selectin induc – E-selectin induction on HUVECs; P16581; HUVEC E-selectin immunofluorescence imaging; normalized: neutral wells 0, TNF-alpha wells 100; activation, % at 7.58 µM; 260,000 compounds, 0.37% hits; AID 686992;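 active = mean E-selectin-positive cell signal at least 10% of the positive control, reached in at least 60% of replicates, without over 20% cell loss; inconclusive = no rule given, readout overlaps actives, possibly toxicity-flagged; inactive = the rest, including those meeting only one limit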;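 also: in these data hits start at about 27%; measured in HUVEC primary endothelial cells; signal is the percent of cells scored E-selectin positive by PE staining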
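Read-out basis: % PE-positive cells; Test system: HUVEC primary endothelial cells; Technique: immunofluorescence imaging; Dosing: single-point compound dose.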
Cneo AK release – causes C. neoformans cell lysis; adenylate kinase release luminescence, 4 h; normalised: neutral wells 0, clomiphene wells 100; lysis activity, % at 15 µM; 360,000 compounds, 0.2% hits; AID 651654;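 active = mean lysis activity across replicates of at least 80%, whatever share of replicates individually reach that level; inactive = mean lysis activity below 80%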
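Material – Cryptococcus neoformans yeast cells · Quantity – 5 × 10^6 yeast cells/mL · Buffer or medium – YPD medium · Compound – single dose · Timing – 4 h static compound exposure, 37 °C, read 1 h post-reagent · Signal – adenylate kinase release luminescence · Read-out basis – lysis from increased AK signal · Benchmarks – Clomiphene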
PglD inh – PglD (C. jejuni) enzyme inhibition; purified PglD enzyme, DTNB colorimetric CoA detection; inhibition, % at 12.5 µM; 360,000 compounds, 0.098% hits; AID 602405; in the data active = inhibition above about 16%, passing the limit was not always enough; inconclusive = no clear call, values can overlap the other calls; also: strong numbers were not always called active
ERAP1 HTS inh – blocks human ERAP1 aminopeptidase activity; recombinant ERAP1, Leu-AMC fluorescence, 60 min; inhibition, % at 10.7 µM; 340,000 compounds, 0.15% hits; AID 652197;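 active = mean replicate inhibition of at least 30%, or all replicates individually reaching that 30% level; inactive = mean below 30% and not every replicate reaching it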;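 also: 0% = neutral control wells and 100% = L-leucinethiol positive control wells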
Target sequence (Q9NZ08 whole entry, looked up): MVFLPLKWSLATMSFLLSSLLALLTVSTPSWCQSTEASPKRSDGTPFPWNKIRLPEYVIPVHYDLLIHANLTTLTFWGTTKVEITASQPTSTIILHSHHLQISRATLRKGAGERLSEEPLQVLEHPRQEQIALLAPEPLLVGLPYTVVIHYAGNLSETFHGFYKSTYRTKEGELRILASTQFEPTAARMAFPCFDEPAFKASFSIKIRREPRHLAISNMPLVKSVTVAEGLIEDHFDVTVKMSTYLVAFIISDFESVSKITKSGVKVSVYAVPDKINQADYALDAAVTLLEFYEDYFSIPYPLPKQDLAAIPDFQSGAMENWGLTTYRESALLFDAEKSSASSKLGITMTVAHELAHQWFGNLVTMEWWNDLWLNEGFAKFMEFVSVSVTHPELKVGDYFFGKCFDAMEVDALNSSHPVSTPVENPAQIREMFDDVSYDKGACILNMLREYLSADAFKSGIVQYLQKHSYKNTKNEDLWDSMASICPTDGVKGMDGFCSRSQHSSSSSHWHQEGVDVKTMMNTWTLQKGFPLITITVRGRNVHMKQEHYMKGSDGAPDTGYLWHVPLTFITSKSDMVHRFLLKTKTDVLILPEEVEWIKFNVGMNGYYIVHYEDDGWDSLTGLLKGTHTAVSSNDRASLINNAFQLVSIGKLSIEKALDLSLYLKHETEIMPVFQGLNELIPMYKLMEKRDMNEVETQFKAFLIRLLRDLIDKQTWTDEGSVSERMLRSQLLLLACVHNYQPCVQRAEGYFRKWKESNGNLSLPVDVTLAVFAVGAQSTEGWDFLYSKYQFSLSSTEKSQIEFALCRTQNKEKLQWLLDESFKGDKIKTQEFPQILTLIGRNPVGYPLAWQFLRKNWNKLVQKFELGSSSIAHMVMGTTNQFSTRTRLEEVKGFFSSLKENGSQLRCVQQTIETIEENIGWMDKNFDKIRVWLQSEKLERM
miR122 inh – blocks miR-122 activity in Huh7 sensor cells; activation (reporter increase), % at 12.5 µM; Huh7 miR-122 Renilla luciferase sensor, 48 h; neutral wells = 0, positive control = 100; AID 602342; 340,000 compounds, 0.3% hits;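 active = mean replicate activation score at least 90 and every replicate individually at or above 90; inconclusive = only one of the two criteria met; inactive = neither criterion met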;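 also: higher luciferase means less miR-122 activity so hits act as miR-122 inhibitors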
* marks the source's active call; other numbers are inactive results; [ ] = dose if it differs, or a comment.

Results for C[C@H](CO)N1C[C@H](C)[C@@H](CN(C)S(=O)(=O)c2ccccc2)Oc2ccc(NC(=O)CCN3CCOCC3)cc2CC1=O ?
RAD52 inh: -5; PGC1a acetyl inh: 2; RAD54 branch: 8; E-selectin induc: -2.8; Cneo AK release: -2; PglD inh: 3; ERAP1 HTS inh: 2; miR122 inh: -1[16.7 µM]

How did Cc1cc(-c2ccccc2)n2nc(C)c(-c3ccccc3)c2n1 do in these assays?
PGC1a acetyl inh: -17; RAD54 branch: 9; Cneo AK release: 1; PglD inh: 1; miR122 inh: -2

How did C[C@@H]1CN([C@@H](C)CO)C(=O)c2cc(C#Cc3cccnc3)cnc2O[C@H]1CN(C)C(=O)CN(C)C do in these assays?
RAD52 inh: 6; PGC1a acetyl inh: 4; RAD54 branch: 7; E-selectin induc: 0.7; Cneo AK release: -1; PglD inh: 0; ERAP1 HTS inh: -3; miR122 inh: -5[16.7 µM]

What do the screens show for `O=C(NCCCCc1ccccc1)C12CN(Cc3ccccc3)CC1C(c1ccc([N+](=O)[O-])cc1)=NO2` (stereo not drawn)?
RAD52 inh: -18; RAD54 branch: -1; Cneo AK release: 6; PglD inh: 8; ERAP1 HTS inh: -1; miR122 inh: -1

What do the screens show for `Cc1noc(C)c1C(=O)N(C)C[C@@H]1OCc2ccccc2-c2ccccc2C(=O)N([C@H](C)CO)C[C@@H]1C`?
RAD52 inh: 3; PGC1a acetyl inh: 5; RAD54 branch: 4; E-selectin induc: 0.2; Cneo AK release: 49; PglD inh: -1; ERAP1 HTS inh: 0

Results for Cc1noc(C)c1NC(=O)NCC[C@@H]1CC[C@@H](NC(=O)c2ccc(F)cc2)[C@H](CO)O1 ?
RAD52 inh: -1; PGC1a acetyl inh: -5; RAD54 branch: -3; E-selectin induc: -0.5; Cneo AK release: -8; PglD inh: 6; ERAP1 HTS inh: 0

What do the screens show for `COc1ccc(C2(C)CC(C)(C)Nc3ccccc32)cc1` (stereo not drawn)?
RAD52 inh: 4; PGC1a acetyl inh: 2; RAD54 branch: 6; Cneo AK release: -1; PglD inh: 1; ERAP1 HTS inh: -1; miR122 inh: -3

How did O=C(NS(=O)(=O)Oc1ccc(Cl)cc1)OC[C@@H]1CCCN2CCCC[C@H]12 do in these assays?
RAD52 inh: -6; PGC1a acetyl inh: 0; RAD54 branch: -8; Cneo AK release: 0; PglD inh: 3; ERAP1 HTS inh: -3; miR122 inh: -5

How did C[C@H](CO)N1C[C@H](C)[C@H](CN(C)Cc2ccc(C(=O)O)cc2)OCCCC[C@H](C)Oc2ccc(NC(=O)Cc3ccccc3)cc2C1=O do in these assays?
RAD52 inh: 18; PGC1a acetyl inh: -7; RAD54 branch: 6; E-selectin induc: 0.0; Cneo AK release: -3; PglD inh: 1; ERAP1 HTS inh: -1; miR122 inh: 3[16.7 µM]

What do the screens show for `COCCCNC(=O)c1ccc(C(=O)NCCCOC)cc1`?
PGC1a acetyl inh: 3; RAD54 branch: -8; Cneo AK release: -1; PglD inh: -1; miR122 inh: -1

What do the screens show for `O=C(CN1CCN(C(=O)c2ccco2)CC1)Nc1cccc(S(=O)(=O)N2CCCC2)c1`?
RAD52 inh: -21; PGC1a acetyl inh: 2; RAD54 branch: -2; E-selectin induc: 0.4; Cneo AK release: 0; PglD inh: 0; ERAP1 HTS inh: -6; miR122 inh: 2

How did C[C@H]1CN([C@@H](C)CO)C(=O)c2cc(NC(=O)CCN3CCOCC3)ccc2O[C@@H]1CN(C)S(=O)(=O)c1ccc(Cl)cc1 do in these assays?
RAD52 inh: 13; PGC1a acetyl inh: 8; RAD54 branch: 2; E-selectin induc: inconclusive; Cneo AK release: -1; PglD inh: -8; ERAP1 HTS inh: -1; miR122 inh: 4[16.7 µM]

Results for CCNC(=S)N(CCc1c(C)[nH]c2ccccc12)Cc1cccnc1 ?
RAD52 inh: -18; PGC1a acetyl inh: -3; RAD54 branch: -3; E-selectin induc: 1.0; Cneo AK release: -5; PglD inh: -2; ERAP1 HTS inh: -2; miR122 inh: 2

What do the screens show for `CC(=O)Nc1ccc2c(c1)C(=Nc1ccc(C)cc1)c1ccccc1-2`?
RAD52 inh: -73; PGC1a acetyl inh: -10; RAD54 branch: 16; E-selectin induc: 0.1; Cneo AK release: 0; PglD inh: 1; ERAP1 HTS inh: -1; miR122 inh: 9

What do the screens show for `CCOc1ccc(-n2c(SCC(=O)NC(C)CC)nc3n[nH]c(C)c3c2=N)cc1` (stereo not drawn)?
PGC1a acetyl inh: -9; RAD54 branch: 3; Cneo AK release: -1; PglD inh: -3; miR122 inh: 17

What do the screens show for `O=C(c1ccc(F)cc1)N1C[C@H]2[C@@H](c3ccccc31)[C@H](CO)N2Cc1ccc2c(c1)OCO2`?
RAD52 inh: -32; PGC1a acetyl inh: -20; RAD54 branch: 3; E-selectin induc: -0.1; Cneo AK release: 2; PglD inh: -2; ERAP1 HTS inh: -2; miR122 inh: -17[16.7 µM]

What do the screens show for `CC1CCN(S(=O)(=O)c2ccc(C(=O)N3CCCC(C(F)(F)F)C3)cc2)CC1` (stereo not drawn)?
RAD52 inh: -2; RAD54 branch: -3; E-selectin induc: 3.3; Cneo AK release: -5; PglD inh: -1; ERAP1 HTS inh: 5

What do the screens show for `CC(=O)c1c(C)n([O-])c2cc(C)ccc2[n+]1=O`?
PGC1a acetyl inh: 3; RAD54 branch: 1; Cneo AK release: -2; PglD inh: 0; miR122 inh: -4

What do the screens show for `Cc1cccc(C)c1NC(=O)CNC(=O)c1ccc(N2CCCC2=O)cc1`?
RAD52 inh: -11; RAD54 branch: -1; E-selectin induc: 0.8; Cneo AK release: 0; PglD inh: -1; ERAP1 HTS inh: -6

Results for CC(=O)N1CC(=O)N2[C@H](C1)[C@@H](c1ccc(C#Cc3cccnc3)cc1)[C@@H]2CO ?
RAD52 inh: 6; PGC1a acetyl inh: 14; E-selectin induc: 0.3; ERAP1 HTS inh: 0

Results for C[C@@H]1CN([C@H](C)CO)C(=O)c2cc(-c3cccnc3)cnc2O[C@@H]1CN(C)C(=O)Nc1ccc(F)cc1 ?
RAD52 inh: 5; PGC1a acetyl inh: 3; RAD54 branch: 2; E-selectin induc: -0.1; Cneo AK release: -6; PglD inh: 2; ERAP1 HTS inh: -2; miR122 inh: -5[16.7 µM]

What do the screens show for `CC(C)c1nc2oc3c(NCCO)ncnc3c2c2c1COC(C)(C)C2`?
RAD52 inh: -8; PGC1a acetyl inh: 9; RAD54 branch: -5; E-selectin induc: -0.3; Cneo AK release: -17; PglD inh: 4

How did O=C(CN1CCOCC1)NCC[C@@H]1CC[C@@H](NC(=O)Nc2ccccc2)[C@H](CO)O1 do in these assays?
RAD52 inh: -14; PGC1a acetyl inh: 2; RAD54 branch: 0; E-selectin induc: 0.3; Cneo AK release: 0; PglD inh: 0; ERAP1 HTS inh: 1

What do the screens show for `COc1ccc(CN2C(=O)N(c3ccc(OC)cc3)C(=O)C2CC(=O)Nc2ccccc2)cc1` (stereo not drawn)?
RAD52 inh: -18; RAD54 branch: 1; E-selectin induc: 0.0; Cneo AK release: -1; PglD inh: -7; ERAP1 HTS inh: 5; miR122 inh: -3

What do the screens show for `COc1ccc(C(=O)N(C)[C@H]2C[C@H]3c4[nH]c5ccccc5c4CCN3C[C@H]2[C@H](C)O)cc1`?
RAD52 inh: -31; PGC1a acetyl inh: 4; RAD54 branch: 9; E-selectin induc: 0.3; Cneo AK release: -1; PglD inh: 3; ERAP1 HTS inh: -3; miR122 inh: 10

What do the screens show for `CSc1ccc(CN(C)C(=O)COc2ccc(C(=O)c3ccccc3)cc2)cc1`?
RAD52 inh: -8; RAD54 branch: -9; E-selectin induc: 0.9; Cneo AK release: 0; PglD inh: 8; ERAP1 HTS inh: -1

Results for COc1ccc(-c2cn(CC(=O)N3CCN(C)CC3)nn2)cc1OC ?
RAD52 inh: 6; PGC1a acetyl inh: 8; RAD54 branch: -3; Cneo AK release: -8; PglD inh: 2; ERAP1 HTS inh: 1

Results for CCCn1c(=O)c2ccccc2n2c(SCc3cc(=O)oc4ccc5ccccc5c34)nnc12 ?
RAD54 branch: 0; Cneo AK release: 1; PglD inh: 0; miR122 inh: -4

What do the screens show for `CCc1nnc(NC(=O)c2ccc3ncsc3c2)s1`?
RAD52 inh: 8; PGC1a acetyl inh: -6; RAD54 branch: -17; Cneo AK release: 0; PglD inh: 5; ERAP1 HTS inh: -3; miR122 inh: -1

How did COc1ccc(-c2ccc(-c3nc4c(c(=O)[nH]c(=O)n4Cc4ccccc4)n3C)o2)c([N+](=O)[O-])c1 do in these assays?
RAD52 inh: 3; PGC1a acetyl inh: -2; RAD54 branch: 2; E-selectin induc: 0.4; Cneo AK release: 2; PglD inh: -4; ERAP1 HTS inh: -1; miR122 inh: -6

How did CSC1=C(C#N)C(c2ccc(C)s2)CC(=O)N1 (stereo not drawn) do in these assays?
PGC1a acetyl inh: 11; RAD54 branch: 0; Cneo AK release: 1; PglD inh: -1; miR122 inh: -3

What do the screens show for `COc1ccc(-n2c(C)cc(/C=C3/SC(=S)N(C)C3=O)c2C)cc1`?
RAD52 inh: -27; PGC1a acetyl inh: -16; RAD54 branch: -40; E-selectin induc: -0.2; Cneo AK release: 2; PglD inh: -4; ERAP1 HTS inh: -1; miR122 inh: -7

Results for Cc1[nH]c(=O)c(C(=O)c2cc(Cl)ccc2O)cc1C(=O)O ?
RAD52 inh: -19; PGC1a acetyl inh: 16; RAD54 branch: 3; Cneo AK release: 4; PglD inh: -2; ERAP1 HTS inh: 4; miR122 inh: 1

Results for O=C(c1ccco1)N1CCN(C2=NS(=O)(=O)c3ccccc32)CC1 ?
PGC1a acetyl inh: -8; RAD54 branch: -1; Cneo AK release: -1; PglD inh: -3; miR122 inh: -1

What do the screens show for `COc1cc(OC)cc(C(=O)N[C@H](C(=O)NC2CCCc3ccccc32)C(C)C)c1` (stereo partly drawn)?
RAD52 inh: -6; PGC1a acetyl inh: 4; E-selectin induc: 0.0; ERAP1 HTS inh: 1; miR122 inh: 10

Results for C[C@@H]1CN([C@@H](C)CO)C(=O)c2cc(C#CCN(C)C)cnc2O[C@H]1CN(C)Cc1ccc(F)cc1 ?
RAD52 inh: 5; PGC1a acetyl inh: inconclusive; RAD54 branch: -5; E-selectin induc: 0.0; Cneo AK release: -2; PglD inh: -3; ERAP1 HTS inh: 1; miR122 inh: -7[16.7 µM]

What do the screens show for `CCOC(=O)c1ccc(COC(=O)CNC(=O)CNC(=O)Cc2ccccc2)cc1`?
RAD52 inh: 0; RAD54 branch: -1; Cneo AK release: 0; PglD inh: 2; ERAP1 HTS inh: 2; miR122 inh: 3

What do the screens show for `Cc1ccc(-n2ncc3c(=O)n(-c4ccc(C)c(C)c4)c(-c4ccco4)nc32)cc1`?
PGC1a acetyl inh: -2; RAD54 branch: -8; Cneo AK release: 0; PglD inh: 2; miR122 inh: -4

Entries from the list above containing a nitro group on carbon, in the order listed:
What do the screens show for `O=C(NCCCCc1ccccc1)C12CN(Cc3ccccc3)CC1C(c1ccc([N+](=O)[O-])cc1)=NO2` (stereo not drawn)?
RAD52 inh: -18; RAD54 branch: -1; Cneo AK release: 6; PglD inh: 8; ERAP1 HTS inh: -1; miR122 inh: -1

How did COc1ccc(-c2ccc(-c3nc4c(c(=O)[nH]c(=O)n4Cc4ccccc4)n3C)o2)c([N+](=O)[O-])c1 do in these assays?
RAD52 inh: 3; PGC1a acetyl inh: -2; RAD54 branch: 2; E-selectin induc: 0.4; Cneo AK release: 2; PglD inh: -4; ERAP1 HTS inh: -1; miR122 inh: -6

Compound activity as filed in PubChem BioAssay.
